Source: PubChem
SW480 rerep – induces DNA re-replication in SW480 colon adenocarcinoma cells; actives 1.8% (n = 340,000); SW480 DNA re-replication, Hoechst DNA content imaging, 48 h; Potency, µM (top dose mostly 46.1 µM), without a hit: at the highest dose re-replication activation, hits mostly activators; further: potency means the concentration at half of the fitted maximal effect; % of control where 0% means no effect; nearly all actives have a fitted effect of over 55% in size
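SW480 cells exposed to compounds for 48 hr at 37 C, 5% CO2, then Hoechst-stained 40 min. Nuclear DNA content imaged by fluorescence scanning (405 nm excitation, 500-530 nm emission); re-replication scored as increased high-intensity nuclei.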
D3 ag – agonists of human D3 dopamine receptor. P35462. D3R DiscoveRx beta-arrestin cells, luminescence, 90 min. max activation, %. actives 0.58% (n = 410,000); in the data active means max activation above about 30%; further: 0% is about no effect; mostly tested at two doses, the higher about 12 µM
Target sequence (P35462 whole entry, looked up): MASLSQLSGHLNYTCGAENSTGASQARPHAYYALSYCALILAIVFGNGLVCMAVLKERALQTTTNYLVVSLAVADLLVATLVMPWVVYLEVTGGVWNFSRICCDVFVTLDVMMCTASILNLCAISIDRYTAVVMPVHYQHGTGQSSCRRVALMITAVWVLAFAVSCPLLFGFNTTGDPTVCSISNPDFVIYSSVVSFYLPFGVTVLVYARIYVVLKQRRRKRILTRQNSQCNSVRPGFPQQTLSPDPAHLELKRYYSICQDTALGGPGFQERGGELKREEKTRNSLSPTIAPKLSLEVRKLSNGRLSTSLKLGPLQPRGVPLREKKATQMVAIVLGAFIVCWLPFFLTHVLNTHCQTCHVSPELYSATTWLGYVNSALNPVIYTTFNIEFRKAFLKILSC
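Agonist mode: compounds and dopamine controls were applied to plated cells for 90 min at 37 degrees C after an overnight attachment at 1500 cells/well. Luminescent read-out followed 30 - 60 minutes at room temperature with DiscoveRx detection reagent.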
D3 antag – blocks the human D3 dopamine receptor; max response, negative = inhibition, %; D3R cells, DiscoveRx beta-arrestin luminescence, antagonist mode; hits give low values; actives 2.5% (n = 360,000); P35462; in the data active means max response below about -50%; inconclusive means no clear call, values can overlap the other calls; further: on the % scale 0 is the no-effect control and ±100 the full control effect; mostly tested at two doses, the higher about 12 µM
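Cells plated overnight at 1500 cells/well, then exposed to library compounds with dopamine controls for 90 minutes at 37 degrees C. DiscoveRx reagent added for 30–60 minutes at room temperature; luminescence read, quantitative HTS format.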
IL1B secr inh – inflammasome signaling inhibition, IL-1 beta readout. THP-1 LPS/ATP IL-1B secretion, AlphaLISA, 16 h; hits give low values. activity change, % at 57.5 µM. actives 4.7% (n = 360,000); in the data active means activity change below about -50%; inconclusive means mostly about -30% to -49%; further: on the % scale 0 is the no-effect control and ±100 the full control effect
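THP-1 cells pretreated 1 hr with compounds (up to 57.5 uM final), then stimulated with LPS (250 ng/mL final) plus ATP (1.25 mM final); secreted IL-1B measured by AlphaLISA after 16 hr, decreased signal indicating inhibition.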
HT1080NT lethal – kills 2HG-producing HT-1080-NT fibrosarcoma cells | HT-1080-NT fibrosarcoma viability, CellTiter-Glo ATP luminescence, 48 h | Potency, µM (highest dose often 46.1 µM), for the others: at the highest dose activity, negative = less viability, hits mostly cytotoxic | actives 1.6% (n = 360,000);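 further: NT is the 2HG producing partner of a matched IDH1 knockdown line; potency means the concentration at half of the fitted maximal effect; 0% = DMSO-treated cells and -100% = media-only wells without cells; nearly all actives have a fitted effect of over 55% in size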
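HT-1080-NT fibrosarcoma cells (2HG-overproducing), 750 cells/well in RPMI with 5% FBS, dosed after 2 h and incubated 48 h at 37C. CellTiter-Glo luminescence normalized to DMSO and no-cell wells; concentration-response curves fitted and classed.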
HT1080 IDH1KD tx – kills HT-1080 cells with IDH1 knockdown. HT-1080 IDH1 knockdown viability, ATP luminescence, 48 h. Potency, µM (titrated, usually from 46.1 µM), for the others: at the highest dose activity, negative = toxicity, usual class: cytotoxic. actives 2% (n = 360,000). AID 686971;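 further: potency means the concentration at half of the fitted maximal effect; 0% = DMSO wells and -100% = cell-free medium wells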
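HT-1080-IDH1KD cells (IDH1 knocked down), 750/well in RPMI with 5% FBS, treated with compound 48 h at 37 degrees C. Viability by CellTiter-Glo luminescence, normalised to DMSO and no-cell wells; concentration-response curves classed.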
KB-V1 cytotox – kills drug-selected multidrug resistant KB-V1 cells; Potency, µM (top dose mostly 46.1 µM), for inactives: at the top dose activity change, negative = cytotoxicity, usual class: cytotoxic; actives 3.4% (n = 400,000); KB-V1 MDR cells viability, CellTiter-Glo, 72 h; further: potency means the concentration at half of the fitted maximal effect; on the % scale 0 is the no-effect control and ±100 the full control effect; nearly all actives have a fitted effect of over 60% in size
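Cytotoxicity toward P-gp-expressing KB-V1 cells was determined as loss of CellTiter-Glo luminescence after 72 h at 37 degrees C. Compounds were tested in quantitative HTS format across a concentration range, with curves fitted to normalized data.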
GLP-1R agonist – GLP-1 receptor (human) agonism; HEK293 GLP-1R CRE-luciferase, luminescence, 4-6 h; cells express a hypersensitive GLP-1R form; Potency, µM (series often up to 45.6 µM), without a hit: at the highest dose activation, actives largely listed as activators; P43220; actives 0.007% (n = 380,000); further: potency means the concentration at half of the fitted maximal effect; % of control where 0% means no effect
Target sequence (P43220 whole entry, looked up): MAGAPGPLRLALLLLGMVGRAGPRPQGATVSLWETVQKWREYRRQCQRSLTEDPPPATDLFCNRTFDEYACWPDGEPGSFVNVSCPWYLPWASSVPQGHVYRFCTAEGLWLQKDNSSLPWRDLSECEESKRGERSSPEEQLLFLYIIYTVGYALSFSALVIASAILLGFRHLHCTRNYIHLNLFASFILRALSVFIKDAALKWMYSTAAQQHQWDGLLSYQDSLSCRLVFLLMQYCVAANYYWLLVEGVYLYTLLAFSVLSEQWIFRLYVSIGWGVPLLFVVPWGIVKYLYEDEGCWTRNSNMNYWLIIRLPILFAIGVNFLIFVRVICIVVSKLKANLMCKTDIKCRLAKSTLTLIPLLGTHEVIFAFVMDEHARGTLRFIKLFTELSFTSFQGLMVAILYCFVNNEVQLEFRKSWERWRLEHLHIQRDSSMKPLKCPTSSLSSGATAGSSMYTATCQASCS
KB-3-1 tox – KB-3-1 parental cell cytotoxicity. KB-3-1 viability, CellTiter-Glo ATP luminescence, 72 h. Potency, µM (top dose mostly 46.1 µM), for inactives: at the highest dose activity change, negative = cytotoxic, actives largely listed as cytotoxic. actives 1.4% (n = 400,000); further: potency means the concentration at half of the fitted maximal effect; on the % scale 0 is the no-effect control and ±100 the full control effect; nearly all actives have a fitted effect of over 60% in size
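Using CellTiter-Glo luminescence, growth of non-resistant KB-3-1 adenocarcinoma cells is assessed 72 h after pin-tool compound addition at 37 °C. Normalized responses across the concentration series yield fitted curves.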
Active calls of the source: *; ? = inconclusive; . = not tested or not shown; [ ] = another dose, or the depositor's remark. Unless noted, the call rests on the fitted dose curve; in most records, active means well fitted curve in the direction sought with a large enough effect; inconclusive means small, poorly fitted or top-dose-only effect, or another doubt; inactive means no such curve, though single readings can be large; an effect the other way counts as inactive or inconclusive.

SMILES	SW480 rerep	D3 ag	D3 antag	IL1B secr inh	HT1080NT lethal	HT1080 IDH1KD tx	KB-V1 cytotox	GLP-1R agonist	KB-3-1 tox
CCOC(=O)Cc1csc(NC(=O)CC(C)(C)CC(=O)O)n1	-18%	-1	5	2	20%	9%	10%	-4%	0%
COc1ccc(CC(=O)Nc2ccncc2Cl)cc1	8%	6	12	-9	-15%	-16%	6%	3%	-16%
CCOC(=O)C1=CC[C@@H](c2ccccc2)N(S(=O)(=O)c2ccc(C)cc2)[C@H]1c1ccc(C#N)cc1	.	-9	-16	38	-1%	3%	0%	-4%	0%
COc1cccc(NC(=O)c2cccs2)c1	-6%	-6	14	-12	-3%	-1%	0%	-6%	-7%
CCc1ncc(CN2CCC(C(=O)Nc3cccc(-c4cscn4)c3)CC2)cn1	14%	4	7	-3	1%	-2%	.	0%	.
Cc1cc(C)n2nc(C(=O)OCC(=O)Nc3cc(S(=O)(=O)N4CCOCC4)ccc3Cl)nc2n1	0%	-5	0	0	-3%	-3%	-19%	5%	20%
CC(=O)Nc1ccc(CN(C)c2c(C)nc3ccc(C(=O)N(C)Cc4ccco4)cn23)cc1	.	2	3	10	4%	-1%	-12%	-8%	0%
O=C(O)CSC(NC(=O)c1cccnc1)(C(F)(F)F)C(F)(F)F	-6%	4	8	31	5%	5%	3%	-1%	-3%
Cc1ccccc1CC(=O)Nc1ccc2c(C)cc(=O)oc2c1	-11%[9.22 µM]	-7	-14	-25	25%	20%	2%	-7%	2%
COc1ccc(Cl)cc1NS(=O)(=O)c1ccc(S(=O)(=O)N2CCCC2)cc1	8%	-15	-24	15	-29%	-24%	-9%	-8%	0%
FC(F)(F)c1ccc(-c2cccc3c2C2CC3CCN2)cc1 (stereo not drawn)	9%[9.22 µM]	-53	0	-7	-1%	-4%	-1%	-2%	-6%
Nc1ccc2c(c1)COc1ccccc1O2	-3%	1	28	13	-13%	-10%	18µM*	6%	6%
COC(=O)N/N=C/c1cc(C)n(-c2ccc(F)cc2)c1C	-4%	-15	?	-23	-1%	-1%	15%	14%	-2%
C/C(=N\NC(=O)CSCc1ccccc1Br)c1cccc([N+](=O)[O-])c1	1%	29	28	19	4%	4%	?	-4%	7%
CCOC(=O)c1c(-c2ccc(C)s2)csc1N	-6%	20	7	4	-5%	-18%	11%	15%	-5%
CNC(=S)N1CCN(c2nc3ccccc3s2)CC1	-10%	1	0	-2	12%	6%	?	7%	5%
Cc1ccc(NC(=O)NC(=O)c2cnccc2C(F)(F)F)c(C)c1	-3%	-4	5	.	-1%	0%	-24%	10%	-19%
COc1cccc(CN(C)CC(=O)NC(=O)NCc2ccco2)c1	-21%	-3	9	14	21%	22%	-13%	-7%	7%
CC1(C(=O)NS(=O)(=O)c2ccc(F)cc2F)CCN1C(=O)C1CCCCC1 (stereo not drawn)	.	-2	-11	10	21%	5%	-6%	-7%	0%
O=C(c1nc(-c2ccccc2)n(-c2ccccc2)n1)N1CCCCCC1	-7%	3	0	12	0%	5%	-20%	7%	-2%
COc1ccccc1-c1nnc2sc(COc3ccc(Cl)cc3)nn12	-4%	1	-52*	-86*	0%	-24%	-16%	0%	-1%
O=C(Cc1ccc(Cl)c(Cl)c1)Nc1ccc(S(=O)(=O)Nc2ncccn2)cc1	-10%	17	4	15	-19%	-13%	3%	-1%	2%
CCCOc1ccc(C2C(=O)N(C3CCCCC3)CC(=O)N2CCCOCC)cc1OC (stereo not drawn)	1%	5	-25	10	13%	4%	-15%	4%	-5%
O=C(NC1CCCC1)C1CCC(=O)N1CCc1ccccc1 (stereo not drawn)	-2%	-3	-21	-10	4%	-13%	-35%	-3%	-7%
O=C(CSCC(=O)Nc1nccs1)Nc1ccccc1	-4%[9.22 µM]	2	16	9	9%	11%	3%	-10%	18%
SMILES	SW480 rerep	D3 ag	D3 antag	IL1B secr inh	HT1080NT lethal	HT1080 IDH1KD tx	KB-V1 cytotox	GLP-1R agonist	KB-3-1 tox
O=C(CN1C(=O)/C(=C/c2ccccc2F)SC1=S)NC1C=CS(=O)(=O)C1 (stereo not drawn)	-3%	10	-8	-50*	14%	13%	?	1%	-2%
NS(=O)(=O)c1cccc(NC(=O)CSc2nc3ccccc3c(=O)n2CC2CCCO2)c1 (stereo not drawn)	-26%	17	2	-1	-12%	-11%	20%	8%	-3%
CCC[C@H](CN[C@@H](CNC)[C@H](C)CC)NCCc1cc(C(F)(F)F)cc(C(F)(F)F)c1	8%	3	-7	-100*	?	?	?	-6%	?
O=S(=O)(O)c1cc2oc(-c3ccccc3)nc2c2ccccc12	0%	6	-6	29	1%	2%	-3%	2%	21%
COc1ccc(-n2nnnc2SCC(=O)N2CCOCC2)cc1	-9%	-7	-3	-5	-2%	-1%	6%	-2%	2%
O=C1CCN(Cc2ccccc2)C=C1c1ccc(Cl)cc1	15%	-3	0	-6	-3%	-4%	-7%	16%	1%
Cc1ccc(OCC(=O)NC(=S)Nc2cccc(NC(=O)c3ccc(Cl)cc3Cl)c2)cc1	-7%	-9	-18	0	-7%	-16%	?	-14%	3%
COc1ccc(CCNC(=O)C2CC=CCC2C(=O)O)cc1 (stereo not drawn)	12%	-1	6	0	17%	12%	24%	7%	11%
CC1(C)Cc2c(sc(NC(=O)Cc3ccccc3)c2C#N)C(C)(C)N1	.	-8	-4	-4	-16%	-16%	-12%	-2%	-14%
CCCn1ncc(CN2CCC(Cc3cccc(F)c3)(C(=O)OCC)CC2)c1C	0%	-3	-17	7	-1%	-1%	?	6%	0%
CN(C)C(=O)CN1C(=O)c2cccc3cccc1c23	-4%	-5	99	-4	1%	0%	6%	7%	3%
O=C(Cc1nnc(NC(=O)c2ccccc2)s1)N/N=C/c1ccco1	-5%	-3	-13	22	3%	0%	7%	-4%	0%
Cc1ccc(/C=N/Nc2ccc(C(=O)O)cc2)s1	3%	2	-12	18	-8%	-12%	?	-6%	-11%
Oc1cccc(CN2CCOCC2)c1O	-3%	0	7	-5	14%	6%	?	2%	-5%
COC(=O)c1ccc(NC(=O)CSC2=NCCN2)cc1	?	-9	-1	-53*	?	-24%	?	-7%	?
O=C(Nc1ccccn1)c1ccc2ccccc2c1O	-1%[9.22 µM]	7	14	1	-21%	-1%	-6%	-7%	8%
Cc1ccc(C(=O)NC(=S)N2CCN(C(=O)OC(C)(C)C)CC2)cc1Br	-24%	-1	-6	0	8%	0%	?	3%	-24%
[O-]/C(=C(\C(=S)NCc1ccc2c(c1)OCO2)[n+]1ccccc1)c1ccc(Cl)s1	5%	3	2	-15	7%	-3%	0%	-6%	13%
C[C@@H]1CN([C@@H](C)CO)C(=O)c2cc(NS(C)(=O)=O)ccc2O[C@H]1CN(C)Cc1ccc(Oc2ccccc2)cc1	-1%	-13	-19	?	-27%	-30%	-18%	-7%	-3%
COc1ccccc1C(=O)NC(C)C(c1cccs1)N1CCN(C)CC1 (stereo not drawn)	3%	-25	?	0	10%	0%	18µM*	5%	-9%
O=C(N/N=C/c1cc(Br)c(Br)o1)c1cc2ccccc2o1	30%	-13	?	?	?	?	26%	-3%	-5%
COC(=O)[C@@]12C[C@@H](CC(=O)NCCc3ccccc3OC)C(=O)N(Cc3ccc4c(c3)OCO4)C1=CCC(C)(C)C2	.	-18	?	?	?	?	?	.	-20%
COc1cccc(OC)c1C(=O)OCC(=O)N(C)c1ccccc1	-1%	9	5	0	14%	19%	?	2%	10%
O=C(NOC(=O)c1cc(Br)ccc1Cl)c1cccs1	-11%	-3	-1	30	-8%	0%	-3%	5%	-4%
COc1ccc(NC(=O)CN2CCN(CC(=O)Nc3ccccc3Cl)CC2)c(OC)c1	-15%	30*	27	0	-3%	-3%	2%	1%	-8%

Entries listed so far that contain a COOH group:
SMILES	SW480 rerep	D3 ag	D3 antag	IL1B secr inh	HT1080NT lethal	HT1080 IDH1KD tx	KB-V1 cytotox	GLP-1R agonist	KB-3-1 tox
CCOC(=O)Cc1csc(NC(=O)CC(C)(C)CC(=O)O)n1	-18%	-1	5	2	20%	9%	10%	-4%	0%
O=C(O)CSC(NC(=O)c1cccnc1)(C(F)(F)F)C(F)(F)F	-6%	4	8	31	5%	5%	3%	-1%	-3%
COc1ccc(CCNC(=O)C2CC=CCC2C(=O)O)cc1 (stereo not drawn)	12%	-1	6	0	17%	12%	24%	7%	11%
Cc1ccc(/C=N/Nc2ccc(C(=O)O)cc2)s1	3%	2	-12	18	-8%	-12%	?	-6%	-11%

(next part)
SMILES	SW480 rerep	D3 ag	D3 antag	IL1B secr inh	HT1080NT lethal	HT1080 IDH1KD tx	KB-V1 cytotox	GLP-1R agonist	KB-3-1 tox
COc1cc(/C=N\NC(=O)c2ccccc2F)ccc1Oc1ccc([N+](=O)[O-])cn1	?	-7	-11	-12	21µM*	7.3µM*	7.3µM*	5%	?
CCCCCCN1C[C@@H](O)[C@H](n2cc(COC(=O)c3ccccc3)nn2)C[C@@H]1c1ccc(OC)cc1	.	-1	-24	-2	12%	2%	21%	7%	9%
CC(C)(C)C(=O)Nc1ccc(C(=O)N/N=C/c2ccccc2OC(=O)c2ccc(Cl)cc2Cl)cc1	?	0	29	25	-29%	?	?	-18%	?
CCN(CC)CCOC(=O)c1ccc(NC(=O)c2cc3cc(OC)ccc3oc2=O)cc1	.	-8	.	.	.	.	3%	1%	0%
Cc1ccc(OCCNC(=O)/C=C/c2ccccc2)cc1C	-1%	-6	-1	4	0%	-4%	?	1%	1%
CCCNC(=O)c1ccccc1NC(=O)Nc1ccccc1C	?	-4	-15	-20	3%	-1%	?	4%	-5%
C[N+]1(CCOS(=O)C23CC4CC(CC(C4)C2)C3)CCOCC1 (stereo not drawn)	4%	0	13	17	5%	0%	22%	1%	4%
O=[N+]([O-])c1cccc(-c2cc3ccccc3[nH]2)c1	?	5	3	23	0%	5%	5%	9%	-1%
